PRC2 inh: inhibitors of human EZH2/PRC2 methyltransferase; Q15910; PRC2 H3K27 methylation, DELFIA TRF, 1 h; inhibition, % at 12.5 µM; 57,000 tested, 0.35% active; AID 651548;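 active = mean inhibition of replicates at least 50% and every single replicate also reaching 50%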;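 also: dimethyl H3K27 on biotinylated H3 21-44 peptide detected by antibody; plate controls were median neutral control wells for no effect and median positive control wells for full effect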
IDH1 R132H inh: blocks human IDH1 R132H reductase activity; O75874; diaphorase/resazurin fluorescence, 60 min; inhibition, % at 10 µM; 70,000 tested, 0.18% active; AID 624101; in the data active = inhibition above about 34%;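 also: 0% = DMSO and 100% = no enzyme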
Target sequence (O75874 whole entry R132H): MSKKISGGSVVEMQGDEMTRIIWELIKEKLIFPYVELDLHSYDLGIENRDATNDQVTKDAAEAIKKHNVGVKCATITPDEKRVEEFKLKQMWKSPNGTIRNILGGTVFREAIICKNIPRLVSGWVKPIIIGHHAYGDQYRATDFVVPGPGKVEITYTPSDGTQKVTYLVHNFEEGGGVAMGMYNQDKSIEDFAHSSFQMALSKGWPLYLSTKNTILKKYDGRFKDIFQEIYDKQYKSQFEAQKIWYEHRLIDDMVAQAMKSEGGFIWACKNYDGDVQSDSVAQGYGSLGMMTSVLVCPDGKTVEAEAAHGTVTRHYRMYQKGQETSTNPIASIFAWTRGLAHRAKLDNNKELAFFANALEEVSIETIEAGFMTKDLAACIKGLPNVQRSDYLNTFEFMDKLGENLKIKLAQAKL
* marks the source's active call; other numbers are inactive results; / = no result given. An excerpt, so the mix of outcomes need not match the whole.

Every second line gives: PRC2 inh	IDH1 R132H inh
- COCC#Cc1ccc2c(c1)O[C@H](CN(C)C(=O)C1CCC1)[C@@H](C)CN([C@@H](C)CO)S2(=O)=O
 : -0.6	0.0
- C/C=C/c1cnc2c(c1)C(=O)N([C@H](C)CO)C[C@H](C)[C@H](CN(C)S(=O)(=O)c1ccc(OC)cc1)O2
 : -0.6	4.6
- CCC1(C)C(=O)C=C2C(=COC(C)=C2C)C1O (stereo not given)
 : 10.9	-0.2
- C[C@H]1CCCCO[C@@H](CN(C)C(=O)Nc2ccc(C(F)(F)F)cc2)[C@@H](C)CN([C@@H](C)CO)C(=O)c2cc(NC(=O)Nc3ccc(F)cc3)ccc2O1
 : /	0.1
- CO[C@@H]1CN(C)C(=O)c2cc(NC(=O)c3cccc(F)c3)ccc2OC[C@@H](C)N(C(C)=O)C[C@@H]1C
 : -1.1	0.0
- CO[C@@H]1CN(C)C(=O)c2cc(NC(C)=O)ccc2OC[C@H](C)N(Cc2ccncc2)C[C@@H]1C
 : 11.5	0.2
- O=C(C[C@@H]1CC[C@@H](NS(=O)(=O)c2ccccc2)[C@@H](CO)O1)NCc1ccc(Cl)c(Cl)c1
 : 2.4	-0.1
- C[C@@H]1CN([C@H](C)CO)C(=O)Cc2cc(NC(=O)Cc3ccccc3)ccc2O[C@@H]1CN(C)C
 : 1.6	0.5
- O=C(O)CC(C(=O)OC1CCCCC1)N1CCOCC1 (stereo not given)
 : -6.0	1.0
- CCCN1C[C@@H](C)[C@H](OC)CN(C)C(=O)c2cc(NC(=O)Nc3cccc(F)c3)ccc2OC[C@@H]1C
 : -29.7	/
- COCC(=O)N(C)C[C@@H]1Oc2ncc(C#C[C@H](C)O)cc2C(=O)N([C@@H](C)CO)C[C@H]1C
 : -11.5	/
- O=C(NCC[C@@H]1CC[C@@H](NS(=O)(=O)Cc2ccccc2)[C@H](CO)O1)C1CCOCC1
 : -1.5	0.3
- C[C@@H]1CN([C@@H](C)CO)C(=O)c2cc(NS(C)(=O)=O)ccc2O[C@H]1CN(C)Cc1ccc(C(=O)Nc2ccccc2N)cc1
 : 7.1	-0.4
- CC1=C(C(=O)Nc2ccccc2C)C(c2cccnc2)n2nc(SCc3ccccc3)nc2N1 (stereo not given)
 : 1.8	0.2
- CN1C(=O)C(CC(=O)Nc2ccc(F)cc2)N(Cc2ccco2)C1=S (stereo not given)
 : -14.4	-0.1
- COc1ccccc1-c1cnc2c(c1)C(=O)N([C@@H](C)CO)C[C@H](C)[C@H](CN(C)Cc1ccncc1)O2
 : -7.5	1.7
- O=C(N[C@H]1CC[C@@H](CCn2cc(C3CCCCC3)nn2)O[C@@H]1CO)c1cccnc1
 : 4.3	-0.2
- C[C@@H]1CN([C@H](C)CO)S(=O)(=O)c2ccc(-c3ccc(C(=O)N(C)C)cc3)cc2O[C@@H]1CN(C)Cc1ccc2c(c1)OCO2
 : 1.2	2.1
- CCN(CC(=O)Nc1ccccc1OC)S(=O)(=O)c1ccc(C)cc1
 : /	0.2
- CCOc1ccc(OCCSc2nc(C)cc(=O)[nH]2)cc1
 : 15.4	0.0
- O=C(Nc1ccc(Cl)cc1)N[C@H]1CC[C@H](CCNS(=O)(=O)c2ccccc2F)O[C@H]1CO
 : 3.0	0.2
- COc1ccc(CN2C(C)Cc3cc(OC)c(OC)cc3C2C)cc1 (stereo not given)
 : 0.0	/
- Cc1noc(C)c1S(=O)(=O)Nc1ccc2c(c1)C(=O)N([C@@H](C)CO)C[C@H](C)[C@H](CN(C)Cc1ccncc1)OCCCC[C@H](C)O2
 : /	6.5
- O=C(NCC[C@@H]1CC[C@H](NC(=O)c2cnccn2)[C@@H](CO)O1)c1ccc2c(c1)OCO2
 : -1.5	0.2
- O=C(Nc1ccc(C(F)(F)F)cc1)N[C@H]1C=C[C@H](CC(=O)N2CCCCC2)O[C@@H]1CO
 : 14.5	0.5
- Cc1noc(C)c1NC(=O)Nc1ccc2c(c1)CC(=O)N([C@@H](C)CO)C[C@H](C)[C@@H](CN(C)S(=O)(=O)c1cccs1)O2
 : /	-2.6
- CC(O)c1cccc(NC(=O)C2C3C=CC(C3)C2C(=O)O)c1 (stereo not given)
 : 9.4	0.4
- COC(=O)c1cc(OC)c(OC)cc1NC(=O)COc1ccc(Cl)cc1Cl
 : 12.0	2.3
- CC(C)N1C(=O)[C@@]2(Cc3ccccc31)c1ccccc1C(=O)N(C1CCCCC1)[C@H]2c1ccc(CO)cc1
 : -5.9	2.4
- NC(=O)NCC#Cc1ccc2c(c1)[C@]1(C(=O)N2)[C@H](C(=O)Nc2nc3ccccc3s2)[C@H]2C(=O)O[C@H](c3ccccc3)[C@H](c3ccccc3)N2[C@@H]1c1ccc(OCCO)cc1
 : -16.7	/

Profiles from above. Screens in order: PRC2 inh, IDH1 R132H inh
Cc1noc(C)c1S(=O)(=O)Nc1ccc2c(c1)C(=O)N([C@@H](C)CO)C[C@H](C)[C@H](CN(C)Cc1ccncc1)OCCCC[C@H](C)O2 as listed: /, 6.5
C[C@@H]1CN([C@@H](C)CO)C(=O)c2cc(NS(C)(=O)=O)ccc2O[C@H]1CN(C)Cc1ccc(C(=O)Nc2ccccc2N)cc1 as listed: 7.1, -0.4
COC(=O)c1cc(OC)c(OC)cc1NC(=O)COc1ccc(Cl)cc1Cl as listed: 12.0, 2.3

(continued)
Every second line gives: PRC2 inh	IDH1 R132H inh
- C[C@@H]1CN([C@@H](C)CO)C(=O)c2cc(NC(=O)Nc3ccccc3)ccc2O[C@@H](C)CCCCO[C@@H]1CN(C)S(=O)(=O)c1ccc(F)cc1
 : /	0.4
- CO[C@H]1CN(C)C(=O)c2cc(NC(=O)Nc3cccc(F)c3)ccc2OC[C@@H](C)N(C(=O)Nc2c(C)noc2C)C[C@H]1C
 : 0.0	0.2
- CO[C@@H]1CN(C)C(=O)c2ccc(NC(=O)NC(C)C)cc2OC[C@@H](C)N(C(=O)CC2CC2)C[C@H]1C
 : 0.0	-0.4
- Cc1noc(C)c1NC(=O)N[C@@H]1C=C[C@H](CC(=O)N2CCN(C)CC2)O[C@H]1CO
 : 2.7	0.2
- C[C@@H]1CN([C@H](C)CO)C(=O)c2cc(NC(=O)NC3CCCCC3)ccc2O[C@@H](C)CCCCO[C@@H]1CN(C)C(=O)Nc1ccc(F)cc1
 : /	-1.9
- CO[C@@H]1CN(C)C(=O)c2cc(NS(=O)(=O)c3ccc(C)cc3)ccc2OC[C@@H](C)N(Cc2nccs2)C[C@@H]1C
 : -3.5	0.0
- CNC[C@@H]1Oc2ccc(NS(=O)(=O)c3cn(C)cn3)cc2CC(=O)N([C@@H](C)CO)C[C@H]1C
 : 16.7	1.6
- C[C@@H]1CN([C@@H](C)CO)C(=O)c2cccc(NC(=O)Nc3ccc(C(F)(F)F)cc3)c2O[C@H]1CN(C)S(=O)(=O)c1cn(C)cn1
 : /	-1.8
- C[C@@H]1CCCCO[C@H](CN(C)Cc2ccccc2)[C@@H](C)CN([C@@H](C)CO)C(=O)c2cc(NS(=O)(=O)c3ccccc3)ccc2O1
 : /	-0.8
- CO[C@@H]1CN(C)C(=O)c2cc(NC(=O)Nc3ccc(C(F)(F)F)cc3)ccc2OC[C@H](C)NC[C@@H]1C
 : -15.1	0.3
- C[C@H]1CN([C@@H](C)CO)C(=O)c2cccc(NC(=O)Nc3ccc(C(F)(F)F)cc3)c2O[C@H]1CN(C)C(=O)Nc1ccccc1
 : -25.2	-1.5
- CCN[C@H]1C[C@H](C)S(=O)(=O)c2sc(S(N)(=O)=O)cc21
 : /	-1.0
- COc1ccc(CN(C)C[C@@H]2Oc3c(NS(=O)(=O)c4ccc(F)cc4)cccc3C(=O)N([C@H](C)CO)C[C@@H]2C)cc1
 : 5.8	2.5
- CO[C@H]1CN(C)C(=O)c2cc(NS(=O)(=O)c3c(C)noc3C)ccc2OC[C@@H](C)NC[C@@H]1C
 : 2.8	0.3
- CCCC#Cc1cnc2c(c1)C(=O)N([C@@H](C)CO)C[C@@H](C)[C@@H](CN(C)CCC)O2
 : /	2.2
- CCc1cccc(-n2c(-c3ccco3)nc3c(cnn3-c3ccccc3Cl)c2=O)c1
 : 5.2	46.3*
- O=C(Nc1ccc2c(c1)OCO2)N[C@H]1CC[C@H](CCNC(=O)C2CCOCC2)O[C@@H]1CO
 : -10.8	-0.6
- CS(=O)(=O)Nc1ccc2c(c1)[C@@H]1C[C@@H](CC(=O)NCc3ccc(-c4ccccc4)cc3)O[C@@H](CO)[C@@H]1O2
 : -3.5	-3.6
- O=C(CCN1CCCCC1)NCC[C@H]1CC[C@H](NC(=O)C2CCOCC2)[C@H](CO)O1
 : 5.9	0.0
- O=C(Nc1cccc(Cl)c1)N[C@H]1CC[C@@H](CCNC(=O)C2CCC2)O[C@H]1CO
 : 2.6	0.5
- COc1ccc(C#Cc2cnc3c(c2)C(=O)N([C@H](C)CO)C[C@H](C)[C@H](CN(C)C(=O)c2ccccc2F)O3)cc1
 : 3.1	-2.2
- C[C@@H]1CN([C@H](C)CO)C(=O)c2cc(-c3cccc(C#N)c3)cnc2O[C@@H]1CN(C)Cc1cncnc1
 : /	-4.4
- C/C=C/c1ccc2c(c1)O[C@@H](CN(C)C(=O)c1ccccc1)[C@@H](C)CN([C@H](C)CO)S2(=O)=O
 : -6.9	-4.8
- O=C(NCC[C@@H]1CC[C@H](NS(=O)(=O)Cc2ccccc2)[C@H](CO)O1)C1CCC1
 : 4.9	0.1
- CO[C@@H]1CN(C)C(=O)c2ccc(NS(=O)(=O)c3ccccc3)cc2OC[C@@H](C)N(Cc2nccs2)C[C@@H]1C
 : 7.0	-0.2
- CCCC(=O)Nc1ccc2c(c1)OC[C@H](C)N(C(=O)c1ccccn1)C[C@H](C)[C@@H](OC)CN(C)C2=O
 : 3.3	-0.2
- C[C@H](NC(=O)N(C)C[C@H]1OCc2ccccc2-c2ccccc2C(=O)N([C@H](C)CO)C[C@H]1C)c1ccccc1
 : 10.8	0.1
- COc1ccc(OC)c(S(=O)(=O)N2CCC(C(=O)Nc3c(C)cc(C)cc3C)CC2)c1
 : 15.4	0.4
- Cc1ccc(-c2nnc(SCC(=O)Nc3ccccc3OC(F)F)o2)cc1
 : -6.6	0.2
- Cc1ccc(S(=O)(=O)Nc2ccc3c(c2)C(=O)N([C@@H](C)CO)C[C@@H](C)[C@H](CN(C)C)OCCCC[C@H](C)O3)cc1
 : -4.6	/

Part of the list above, as tab-separated lines.
mol	PRC2 inh	IDH1 R132H inh
Cc1noc(C)c1NC(=O)Nc1ccc2c(c1)CC(=O)N([C@@H](C)CO)C[C@H](C)[C@@H](CN(C)S(=O)(=O)c1cccs1)O2	/	-2.6
CC(O)c1cccc(NC(=O)C2C3C=CC(C3)C2C(=O)O)c1 (stereo not given)	9.4	0.4
COC(=O)c1cc(OC)c(OC)cc1NC(=O)COc1ccc(Cl)cc1Cl	12.0	2.3

Further results.
Every second line gives: PRC2 inh	IDH1 R132H inh
- CNC[C@H]1Oc2c(NC(=O)Nc3c(C)noc3C)cccc2C(=O)N([C@H](C)CO)C[C@H]1C
 : 3.5	-2.5
- COC(=O)c1ccccc1NC(=O)C1CC(c2cc(Cl)c(OC)cc2OC)=NO1 (stereo not given)
 : -2.3	-0.3
- C[C@@H]1CCCCO[C@@H](CN(C)C(=O)Cc2ccccc2)[C@@H](C)CN([C@H](C)CO)C(=O)c2cc(NS(C)(=O)=O)ccc2O1
 : -5.2	1.1
- COCCOC(=O)N1C(=O)[C@@]2(c3ccccc31)[C@H](C(=O)NC[C@H](O)c1ccccc1)[C@H]1C(=O)O[C@H](c3ccccc3)[C@H](c3ccccc3)N1[C@@H]2c1ccc(O)cc1
 : -25.2	/
- COc1ccccc1C#Cc1cnc2c(c1)C(=O)N([C@H](C)CO)C[C@H](C)[C@@H](CN(C)C(C)=O)O2
 : /	-0.5
- O=C(Cc1ccccn1)N[C@@H]1CC[C@@H](CCn2cc(-c3cccnc3)nn2)O[C@@H]1CO
 : 44.1	0.3
- C[C@@H]1CN([C@H](C)CO)S(=O)(=O)c2ccc(-c3ccncc3)cc2O[C@@H]1CN(C)C
 : 1.4	7.1
- CCCNC(=O)Nc1ccc2c(c1)C(=O)N(C)C[C@H](OC)[C@H](C)CN(C(=O)C1CCCCC1)[C@H](C)CO2
 : 5.7	0.1
- C[C@@H]1CN([C@H](C)CO)C(=O)c2cc(NC(=O)Cn3cnnn3)ccc2O[C@H]1CN(C)Cc1ccc(C(=O)Nc2ccccc2N)cc1
 : -9.1	0.0
- C[C@H](CO)N1C[C@H](C)[C@H](CN(C)Cc2ccc(Cl)c(Cl)c2)Oc2c(NC(=O)Nc3ccccc3)cccc2C1=O
 : /	1.0
- Cc1noc(C)c1S(=O)(=O)Nc1ccc2c(c1)C(=O)N([C@@H](C)CO)C[C@H](C)[C@H](CN(C)CC1CCCCC1)OCCCC[C@@H](C)O2
 : /	11.2
- CCC(=O)N1C[C@H](C)[C@H](OC)CN(C)C(=O)c2ccc(NC(=O)C3CCCCC3)cc2OC[C@@H]1C
 : 1.0	0.1
- CO[C@@H]1CN(C)C(=O)c2cc(NC(=O)CC(F)(F)F)ccc2OC[C@@H](C)N(C(=O)C2CCOCC2)C[C@H]1C
 : -12.6	/
- CC(C)CC#Cc1ccc2c(c1)O[C@@H](CN(C)C(=O)CC1CC1)[C@@H](C)CN([C@@H](C)CO)S2(=O)=O
 : -4.3	-1.4
- C[C@H](CO)N1C[C@H](C)[C@@H](CN(C)Cc2ccccc2)Oc2cc(-c3ccccc3)ccc2S1(=O)=O
 : 23.7	-0.5
- CN(C)S(=O)(=O)N1CCN(CC(=O)Nc2ccc(F)cc2)CC1
 : 5.5	-0.1
- COc1ccc(CN(C)C[C@H]2OCCCC[C@@H](C)Oc3ccc(NC(=O)c4ccncc4)cc3C(=O)N([C@@H](C)CO)C[C@H]2C)cc1
 : /	0.9
- C[C@@H]1CN([C@H](C)CO)C(=O)c2cc(NC(=O)c3ccncc3)ccc2O[C@@H](C)CCCCO[C@H]1CN(C)Cc1ccccc1
 : /	1.8
- CO[C@@H]1CN(C)C(=O)c2cc(NC(=O)NC(C)C)ccc2OC[C@@H](C)N(Cc2ccc(-c3ccccn3)cc2)C[C@@H]1C
 : -23.2	-0.5
- CCOc1ccc(S(=O)(=O)NCC(=O)O)cc1
 : 0.3	-0.2

Assay outcomes: PubChem BioAssay, Broad Institute
